CIT2 TOR yeast: modulators of TOR pathway CIT2-GFP in S. cerevisiae; AID 2029; S. cerevisiae CIT2-GFP strain, flow cytometry, 3 h; 100 means same as DMSO wells; 320,000 compounds, 0.065% hits; GFP response vs DMSO, % at 10 µM;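 active = GFP response relative to DMSO above a set limit, near the screen mean plus 3 SD, cut at about 150% in these data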;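 note: ratio of well median GFP fluorescence to mean of DMSO wells on the plate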
VLA-4 inh: inhibition in a human VLA-4 binding assay; AID 2557; 330,000 compounds, 0.2% hits; inhibition, % (about 7 µM as worked out from the volumes in the protocol); VLA-4 expressing cells, ligand binding flow cytometry; in the data active = inhibition above about 50%
GASC-1 inh: human JMJD2C demethylase inhibition; GST-JMJD2C(1-420) H3K9me3 demethylation, DELFIA europium; inhibition, % at 2.35 µM; 330,000 compounds, 0.069% hits;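 active = more than half of a compound's replicate wells show inhibition beyond 50%, single wells judged on their own value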;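 note: signal counts dimethyl H3K9 product captured on neutravidin plate; 0% = median of DMSO wells and 100% = 0.3 times that DMSO median; strong numbers were not always called active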
AGP1-GFP MLPCN: modulators of TOR pathway AGP1-GFP in S. cerevisiae | S. cerevisiae AGP1-GFP multiplex flow cytometry, 3 h; GFP as percent of DMSO wells | GFP response vs DMSO, % at 10 µM | 320,000 compounds, 0.02% hits | AID 2066;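 active = GFP response relative to DMSO above a set limit, near screen average plus 3 SD, cut at about 150% in these data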;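 note: median GFP channel fluorescence of the gated AGP1 strain per well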
LAP4 TOR yeast: yeast TOR pathway LAP4-GFP modulation | S. cerevisiae LAP4-GFP multiplex, flow cytometry GFP, 3 h; median GFP as percent of DMSO wells | GFP response vs DMSO, % at 10 µM | 320,000 compounds, 0.34% hits;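 active = GFP response vs DMSO above a set limit, about the screen mean plus 3 SD, cut at about 150% in these data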
RPL19A-GFP yeast: modulators of TOR pathway RPL19A-GFP in S. cerevisiae. S. cerevisiae RPL19A-GFP strain, flow cytometry, 3 h; active compounds read low. percent response vs DMSO, % at 10 µM. 330,000 compounds, 0.3% hits. AID 2025;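 active = percent response vs DMSO below 50%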;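 note: median channel GFP fluorescence of the barcoded RPL19A-GFP strain; ratio of sample median GFP to plate DMSO average so 100% = DMSO; lower means less RPL19A-GFP as with rapamycin TOR inhibition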
MEP2-GFP yeast: alters MEP2-GFP fluorescence in TOR pathway yeast screen. S. cerevisiae MEP2-GFP strain, flow cytometry GFP, 3 h; 100% = DMSO control level. GFP response vs DMSO, % at 10 µM. 330,000 compounds, 0.51% hits. AID 2016;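 active = GFP response versus DMSO above a set limit, roughly screen mean plus 3 SD, cut at about 180% in these data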;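 note: median GFP fluorescence of the barcode-gated MEP2-GFP cells per well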
GRK2 aptamer HTS: human GRK2 inhibition via aptamer displacement; P25098; bead flow cytometry, FAM-aptamer displacement from GRK2; inhibition of aptamer binding, % at 10 µM; 330,000 compounds, 0.59% hits; AID 488847;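 active = inhibition of aptamer binding above 40%, roughly 3 SD of noise, on plates passing a quality check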;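 note: median bead fluorescence of bound FAM aptamer so fluorescent compounds give negative values; no value below 0 was filed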
Target sequence (P25098 whole entry, looked up): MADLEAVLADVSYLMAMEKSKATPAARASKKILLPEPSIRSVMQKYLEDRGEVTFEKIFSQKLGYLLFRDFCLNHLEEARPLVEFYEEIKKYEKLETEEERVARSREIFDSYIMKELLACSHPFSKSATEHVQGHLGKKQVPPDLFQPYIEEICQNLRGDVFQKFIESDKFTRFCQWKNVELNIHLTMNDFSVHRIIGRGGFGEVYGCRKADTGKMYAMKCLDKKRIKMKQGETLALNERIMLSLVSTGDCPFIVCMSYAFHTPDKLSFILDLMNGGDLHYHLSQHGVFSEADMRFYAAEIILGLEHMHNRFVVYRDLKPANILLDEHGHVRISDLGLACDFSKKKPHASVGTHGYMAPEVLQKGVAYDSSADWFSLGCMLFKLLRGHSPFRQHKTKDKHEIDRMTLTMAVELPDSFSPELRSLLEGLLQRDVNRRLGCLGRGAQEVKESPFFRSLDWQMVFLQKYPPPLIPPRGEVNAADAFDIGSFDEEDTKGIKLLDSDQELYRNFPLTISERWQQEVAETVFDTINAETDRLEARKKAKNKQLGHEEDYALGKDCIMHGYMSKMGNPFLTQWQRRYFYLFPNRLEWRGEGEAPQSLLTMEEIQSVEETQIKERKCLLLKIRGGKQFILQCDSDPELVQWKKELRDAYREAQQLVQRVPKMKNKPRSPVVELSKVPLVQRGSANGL
Active calls of the source: *; . = not tested or not shown. The order is random; any-hit rate near 1.7%.

SMILES	CIT2 TOR yeast	VLA-4 inh	GASC-1 inh	AGP1-GFP MLPCN	LAP4 TOR yeast	RPL19A-GFP yeast	MEP2-GFP yeast	GRK2 aptamer HTS
O=C(COC(=O)c1ccco1)Nc1nc2ccc([N+](=O)[O-])cc2s1	98	15	7	107	94	100	98	3
CN(c1ccccc1)S(=O)(=O)c1ccc(NC(=O)c2ccco2)cc1	92	-9	22	96	98	92	97	0
C[C@@H]1CC[C@]2(C(=O)O[C@@H]3O[C@H](CO)[C@@H](O)[C@H](O)[C@H]3O)CC[C@]3(C)C(=CCC4[C@@]5(C)CC[C@H](O[C@@H]6OC[C@H](O)[C@H](O[C@@H]7O[C@H](CO)[C@@H](O)[C@H](O)[C@H]7O)[C@H]6O)C(C)(C)C5CC[C@]43C)C2[C@]1(C)O (stereo partly specified)	93	14	1	96	109	95	99	7
Cc1ccc(NC(=O)CNC(=O)c2ccco2)cc1Cl	101	-5	5	95	99	106	108	4
CC(=O)c1cccc(NC(=O)/C=C/c2ccc(S(=O)(=O)N3CCOCC3)cc2)c1	89	14	1	97	102	94	97	96*
CCOC(=O)C1CCCN(C(=O)CNC(=O)c2ccc(Br)o2)C1 (stereo unspecified)	98	-8	2	94	101	104	101	7
Cc1nnc(NC(=O)c2cc3ccccc3o2)s1	100	-4	-4	89	99	98	95	2
O=C(Nc1ccc(F)cc1)/C(Cl)=C/c1ccccc1	93	6	-6	100	108	98	98	0
COc1ccc(NC(=S)Nc2ccc(OC)cc2OC)c(OC)c1	101	-10	-7	98	92	100	101	1
CC(C)(OC(=O)c1ccc(C(F)(F)F)cc1)c1cc2ccccc2c(=O)o1	96	-3	3	96	106	96	86	2
CC(OC(=O)c1ccc(NC(=O)CC#N)cc1)C(=O)NC(c1ccccc1)c1ccccc1 (stereo unspecified)	98	-9	2	107	102	107	118	4
Cc1cccc(N(C)C(=O)CN(C)S(=O)(=O)c2ccc3c(c2)c(=O)n(C)c(=O)n3C)c1	114	2	4	111	124	103	100	0
Cc1ccc(-c2nnn(CC(=O)NCC3COCCO3)n2)o1 (stereo unspecified)	99	-3	1	110	102	102	100	0
COC(=O)CSc1nnc(COc2ccc([N+](=O)[O-])cc2)n1C	101	24	-14	99	99	100	102	5
CC(C)(C)c1ccc(C(=O)Nc2nnc(Cc3c[nH]c4ccccc34)s2)cc1	98	-7	0	101	96	107	117	0
Nc1nc(NCCCN2CCOCC2)nc(Nc2cccc(F)c2)c1[N+](=O)[O-]	94	-9	-24	100	104	93	93	0
N#Cc1c(N)nc2c(c1N)CC(CO)O2 (stereo unspecified)	101	13	0	99	93	95	102	1
CC(C)C[C@@H](CO)N1CCNCCC1=O	99	10	-4	111	91	103	104	0
COc1ccc(CNC(=O)CCCn2nc([N+](=O)[O-])cc2C)cc1	98	-6	-1	106	110	100	102	3
CC1CN(C(=O)c2cc(S(=O)(=O)N3CCCC3)c(Cl)cc2Cl)CC(C)O1 (stereo unspecified)	91	28	-1	96	97	94	96	0
S=c1[nH]nc(-c2cccs2)n1C1CCCCC1	.	0	57	.	.	105	96	4
CCOC(=O)c1cnc(N2CCOCC2)[nH]c1=O	101	-9	1	106	92	101	103	2
Cn1c(CCc2nc3ccccc3[nH]2)nnc1SCC#N	117	2	16	105	109	103	109	3
C[C@H](NC(=O)c1nc[nH]c1C(=O)NCc1ccccc1)C(=O)OC(C)(C)C	86	-8	-1	87	122	93	90	1
O=C(OCc1nc2ccccc2s1)c1ccc(Br)s1	95	2	-4	103	105	100	100	0
COc1ccc(C2=Nn3c(C)nnc3SC2)cc1	101	2	7	100	97	101	108	0
CC(C)CCNC(=O)c1ccc(CSCc2cccc(F)c2)o1	101	3	5	107	108	100	103	5
CCOC(=O)C1=C(C)NC(C)=C(C(=O)OCC)C1C(=O)OCC(=O)NC1CCCCC1	94	-17	-1	97	97	96	91	5
CCN1CCN(CC(=O)Nc2cccc(C)c2C)C(=O)C1=O	93	5	3	98	92	100	95	37
CCOC(=O)/C(C#N)=C/c1cc(C)n(-c2ccc(Br)cc2)c1C	109	-3	2	107	102	102	108	1

Filtered by structure: the compounds so far containing an aryl methoxy group.
SMILES	CIT2 TOR yeast	VLA-4 inh	GASC-1 inh	AGP1-GFP MLPCN	LAP4 TOR yeast	RPL19A-GFP yeast	MEP2-GFP yeast	GRK2 aptamer HTS
COc1ccc(NC(=S)Nc2ccc(OC)cc2OC)c(OC)c1	101	-10	-7	98	92	100	101	1
COc1ccc(CNC(=O)CCCn2nc([N+](=O)[O-])cc2C)cc1	98	-6	-1	106	110	100	102	3
COc1ccc(C2=Nn3c(C)nnc3SC2)cc1	101	2	7	100	97	101	108	0

The list continues:
SMILES	CIT2 TOR yeast	VLA-4 inh	GASC-1 inh	AGP1-GFP MLPCN	LAP4 TOR yeast	RPL19A-GFP yeast	MEP2-GFP yeast	GRK2 aptamer HTS
COc1cc(CN(C(=O)c2ccco2)c2ccc(C)cc2)ccc1O	96	5	9	95	98	95	93	0
Cc1ccc(C(=O)C=CNNC(=O)c2ccccc2)cc1	89	18	15	97	102	99	97	1
Cn1c(SCC(=O)NCc2ccc3c(c2)OCO3)nc2scc(-c3cccs3)c2c1=O	95	22	-12	102	104	100	105	4
COc1cccc(/C=N/NC(=O)CNC(=O)COc2ccccc2)c1O	85	0	10	111	97	105	101	0
Cc1cc(Cl)c(S(=O)(=O)Nc2ccc3c(c2)OCO3)cc1OCC(=O)NC1CCCCC1	108	22	1	105	93	103	107	2
COC1CCCCC1Nc1cccc(SC)c1 (stereo unspecified)	104	-1	-3	101	93	100	95	2
Cc1ccc(C)c(NC(=S)NC(C)C(c2cccs2)N2CCOCC2)c1 (stereo unspecified)	96	0	22	101	94	104	94	1
Cc1cc(C(=O)COc2cccc([N+](=O)[O-])c2)c(C)n1C1CC1	77	-11	7	91	98	90	92	1
Cc1cccc(N2CC(C(=O)Nc3ccc(S(=O)(=O)NCC4CCCO4)cc3)CC2=O)c1C (stereo unspecified)	103	-2	-5	104	106	102	105	1
COc1ccc(/C=N\NC(=O)c2ccccc2OC)cc1COc1c(F)c(F)c(F)c(F)c1F	87	-16	26	88	86	101	97	1
O=C(NCC(c1ccc(F)cc1)N1CCOCC1)c1nn(-c2ccccc2)c(=O)c2ccccc12 (stereo unspecified)	99	5	-10	92	88	95	92	0
O=S(=O)(c1ccccc1)N1CCC2(CC1)OCCO2	102	-3	-22	104	102	97	99	0
Cc1ccc(Nc2nc3c(s2)CCC3)c(C)c1	93	1	3	101	100	100	108	0
CC(=O)NN1C(=O)c2ccc3c4c(ccc(c24)C1=O)C(=O)N(NC(C)=O)C3=O	107	5	3	105	86	109	97	5
CC(=O)Nc1nnc(CCN2CCCCC2)s1	102	-20	-4	99	93	98	94	0
Cc1ccc(-c2noc(C3CCCN(C(=O)c4cccc(Cl)c4)C3)n2)o1 (stereo unspecified)	104	6	-6	94	101	98	107	2
Cn1c(=O)c2sccc2n2c(CCCC(=O)NCc3ccco3)nnc12	102	-5	-3	97	91	98	99	0
CCC(C)/C(C)=N/NC(=O)c1cn(-c2ccccc2)nc1-c1ccccc1 (stereo unspecified)	102	12	-1	111	115	108	142	0
CC/C(=N\NC(=O)c1ccc2c(c1)OCO2)C12CC3CC(CC(C3)C1)C2	97	1	0	96	91	94	96	2
COc1cccc(-c2cccc(NC(=O)C3CCN(Cc4ccon4)CC3)c2)c1	90	3	-4	93	85	94	98	0
C=CCNC(=S)N/N=C/c1ccc(N(CC)Cc2ccccc2)cc1	95	7	-5	92	88	97	99	2
COc1ccc(C(=O)CCC(=O)N2CCN(c3ccccc3)CC2)cc1	100	-2	4	98	106	99	104	5
CCOCCn1c(SCCc2ccccc2)nc2c1c(=O)[nH]c(=O)n2C	96	10	35	96	91	96	98	0
COCCCn1c(C(=O)NC2CCCCC2C)cc2c(=O)n3cccc(C)c3nc21 (stereo unspecified)	97	-1	-8	95	95	96	93	0
Cc1cc(C)nc(N/N=C/c2ccccc2Cl)n1	96	-2	-6	106	105	94	90	0
COCCN(C(=O)c1csnn1)C(C(=O)NC1CCCCC1)c1ccc(C)cc1 (stereo unspecified)	98	2	-24	103	108	100	107	2
COC(=O)C1CCN(C(=O)c2ccc(SC)cc2OC)CC1	.	10	-8	94	100	102	92	2
CCN(CC#CCC1(O)c2ccccc2-c2ccccc21)C(C)C	93	8	-10	90	83	95	93	0
CN(c1ccccc1)S(=O)(=O)c1ccc(C(=O)OCC(=O)NCc2cccs2)cc1	89	6	-11	107	116	102	99	0
COC(=O)COc1cccc2c(=O)n(CC(=O)N3CCCc4ccccc43)ccc12	110	5	-3	101	113	100	94	0
CC1CCN(C(=O)C2CCC(CNc3c(N4CCCCC4)c(=O)c3=O)CC2)CC1 (stereo unspecified)	99	-13	13	106	93	100	102	1
NCc1ccccc1COc1ccccc1	115	-126	-45	108	108	111	104	1
Oc1ccccc1/C=N/Nc1ncc(Br)cn1	102	11	7	116	129	97	111	3
O=C(CSCc1c(Cl)cccc1Cl)NCc1ccco1	100	-1	2	107	107	98	103	0
CN(C)CCNC(=O)c1ccc(Cl)s1	99	1	7	104	105	100	101	0
O=C(C1=C[C@@H](c2ccc(C(F)(F)F)cc2)C[C@@H](OCc2ccc(CO)cc2)O1)N1CCN(Cc2ccccc2)CC1	101	27	2	108	93	101	106	1

Of the compounds above, these contain a CF3 group.
SMILES	CIT2 TOR yeast	VLA-4 inh	GASC-1 inh	AGP1-GFP MLPCN	LAP4 TOR yeast	RPL19A-GFP yeast	MEP2-GFP yeast	GRK2 aptamer HTS
CC(C)(OC(=O)c1ccc(C(F)(F)F)cc1)c1cc2ccccc2c(=O)o1	96	-3	3	96	106	96	86	2
O=C(C1=C[C@@H](c2ccc(C(F)(F)F)cc2)C[C@@H](OCc2ccc(CO)cc2)O1)N1CCN(Cc2ccccc2)CC1	101	27	2	108	93	101	106	1

Record cards, from the list above.
Oc1ccccc1/C=N/Nc1ncc(Br)cn1 in the list: CIT2 TOR yeast: 102; VLA-4 inh: 11; GASC-1 inh: 7; AGP1-GFP MLPCN: 116; LAP4 TOR yeast: 129; RPL19A-GFP yeast: 97; MEP2-GFP yeast: 111; GRK2 aptamer HTS: 3
O=C(CSCc1c(Cl)cccc1Cl)NCc1ccco1 in the list: CIT2 TOR yeast: 100; VLA-4 inh: -1; GASC-1 inh: 2; AGP1-GFP MLPCN: 107; LAP4 TOR yeast: 107; RPL19A-GFP yeast: 98; MEP2-GFP yeast: 103; GRK2 aptamer HTS: 0

Source: PubChem
